TCR-CD3 inh – inhibitors of human TCR-CD3 interaction. hit rate 0.37% among 360,000. inhibition, % at 9.4 µM. AID 651800. TAMRA-labeled TCR probe fluorescence, biochemical; in the data active = inhibition above about 19%;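 note: recombinant mutant TCR 2C K166C tagged with TAMRA read by polarization; 0% = receptor in buffer alone and 100% = receptor with positive control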
ABHD4 inh – ABHD4 (mouse) inhibition, primary FP screen; hit rate 0.54% among 370,000; purified mABHD4, FP-Rh probe fluorescence polarization; inhibition, % at 8.92 µM;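 active = inhibition exceeding the mean over every tested compound plus 3 SD, cut at about 30% in these data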;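 note: 0% = plate median of compound wells and 100% = S159A mutant with DMSO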
Target sequence (Q8VD66 whole entry, looked up): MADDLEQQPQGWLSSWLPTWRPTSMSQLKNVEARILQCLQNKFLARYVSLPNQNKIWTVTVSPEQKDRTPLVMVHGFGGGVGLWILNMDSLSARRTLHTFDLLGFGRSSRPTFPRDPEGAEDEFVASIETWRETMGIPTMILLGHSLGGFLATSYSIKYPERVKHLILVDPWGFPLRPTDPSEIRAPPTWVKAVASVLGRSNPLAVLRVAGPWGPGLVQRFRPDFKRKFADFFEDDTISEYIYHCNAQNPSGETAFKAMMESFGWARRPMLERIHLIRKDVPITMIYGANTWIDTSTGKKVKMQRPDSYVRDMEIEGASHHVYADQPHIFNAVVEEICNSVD
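Test system: mouse ABHD4 enzyme, wild type. Reagent: FP-Rh fluorescent activity-based probe, added after compound pre-incubation. Timing: pre-incubation 45 min, probe exposure 60 min, at 25 °C. Technique: FP readout, ex 525 nm / em 598 nm. Benchmarks: high control S159A mutant with DMSO, low control median of compound wells.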
UHRF1 MBD2 ctr – human UHRF1 methylated DNA binding inhibitors; UHRF1 binding to methylated oligo, TR-FRET; inhibition, % at 4.4 µM; hit rate 0.75% among 370,000; AID 687016; in the data active = inhibition above about 21%;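 note: UHRF1 SRA domain binding a hemimethylated CpG hairpin DNA probe; 0% = median of test compound wells and 100% = reference inhibitor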
NR1D1 modulator – modulates human Rev-erb alpha binding to DNA. activity, % at 10 µM. Rev-erbα–FITC-DNA binding, fluorescence polarization, 90 min. hit rate 0.79% among 370,000. P20393;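 active = activity above about 14%, limit read from the data; passing the limit was not always enough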;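 note: 0% = DMSO wells with 35 nM protein and 100% = DMSO wells with 750 nM protein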
Target sequence (P20393 whole entry, looked up): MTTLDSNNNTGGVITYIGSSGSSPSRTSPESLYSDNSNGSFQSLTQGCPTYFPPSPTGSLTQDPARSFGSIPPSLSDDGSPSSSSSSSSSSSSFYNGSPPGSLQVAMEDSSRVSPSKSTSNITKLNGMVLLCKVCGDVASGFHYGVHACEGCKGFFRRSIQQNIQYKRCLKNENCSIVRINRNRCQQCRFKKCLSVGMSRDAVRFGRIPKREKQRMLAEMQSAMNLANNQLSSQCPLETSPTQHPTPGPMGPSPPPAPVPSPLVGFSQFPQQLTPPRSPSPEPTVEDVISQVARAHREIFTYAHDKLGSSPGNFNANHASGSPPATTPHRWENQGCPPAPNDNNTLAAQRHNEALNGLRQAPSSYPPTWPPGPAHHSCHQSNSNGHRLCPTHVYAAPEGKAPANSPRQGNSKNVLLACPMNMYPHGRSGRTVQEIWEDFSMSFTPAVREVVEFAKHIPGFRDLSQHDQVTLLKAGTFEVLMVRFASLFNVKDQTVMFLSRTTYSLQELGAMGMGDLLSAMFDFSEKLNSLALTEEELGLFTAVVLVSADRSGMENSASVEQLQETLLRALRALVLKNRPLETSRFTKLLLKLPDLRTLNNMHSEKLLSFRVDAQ
PRMT1 FP inh – inhibitors of human PRMT1; recombinant PRMT1, activity-based probe fluorescence polarization; AID 652257; inhibition, % at 2.79 µM; hit rate 1.3% among 370,000;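 active = inhibition above about 21% made by adding two undisclosed values, limit read from the data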
PG9 Ab binder – small molecules binding HIV-1 gp120 antibody PG9; TR-FRET gp120-PG9 antibody binding; inhibition, % at 6.7 µM; hit rate 0.43% among 360,000; in the data active = inhibition above about 8.5%
HTRA1 inh – inhibitors of human serine peptidase HTRA1. AID 504803. recombinant HTRA1, FP-rhodamine activity-based probe, fluorescence polarization. inhibition, % at 5.96 µM. Q92743. hit rate 0.5% among 340,000; in the data active = inhibition above about 36%;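 note: 0% = enzyme with DMSO and 100% = wells lacking enzyme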
MBD2 DNA inh – inhibitors of human MBD2 binding to methylated oligonucleotide; Q9UBB5; TR-FRET; inhibition, % at 4.4 µM; hit rate 0.31% among 370,000; AID 686964; in the data active = inhibition above about 13%
rCAG RNA binder – molecules binding r(CAG) RNA repeats; r(CAG) RNA repeat, TO-PRO-1 dye displacement fluorescence; inhibition, % at 3 µM; hit rate 1.3% among 370,000;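 active = inhibition above the plate cutoff, the mean of all test compounds on that plate plus 3 SD, cut at about 35% in these data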;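 note: 0% = DMSO alone and 100% = 100 µM mitoxantrone as full dye displacement; higher means more dye released from RNA so lower well fluorescence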
LEDGF integ inh – blocks HIV-1 LEDGF/p75-dependent DNA integration; TR-FRET IN-LEDGF/p75 DNA integration, Eu/Cy5; inhibition, % at 3.7 µM; hit rate 0.64% among 370,000; AID 743269;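 active = inhibition above the screen-wide mean plus 3 SD, cut at about 13% in these data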;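 note: signal is the Cy5 over europium emission ratio at 671 and 618 nm; 0% = plate median of compound wells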
* = called active by the depositor; . = not tested or not shown. A portion of the library; rates above refer to the full screens.

nr	SMILES	TCR-CD3 inh	ABHD4 inh	UHRF1 MBD2 ctr	NR1D1 modulator	PRMT1 FP inh	PG9 Ab binder	HTRA1 inh	MBD2 DNA inh	rCAG RNA binder	LEDGF integ inh
1	Cc1cc(O)c2c(-c3ccccc3)cc(=O)oc2c1	-8	-13	3	-1	3	-1.6	-20	-1	2	0
2	COC(=O)C1C(=O)/C(=C(/C)N2CCCC2)C(=O)CC1(C)C (stereo not given)	7	3	0	-1	2	-1.3	-3	1	-1	-2
3	COc1cccc(CN(C(=O)c2ccccc2Br)C2CCS(=O)(=O)C2)c1 (stereo not given)	4	6	0	-3	-3	0.9	3	-4	-6	-2
4	CN(CCc1cn[nH]c1)C(=O)CC1C(=O)NCCN1Cc1ccccc1C(F)(F)F (stereo not given)	-8	4	-3	0	5	0.7	-3	3	-3	-3
5	COc1nc(NCc2cccnc2)nc(NC2CCCCC2)n1	6	1	2	-1	-2	-1.6	4	2	-3	-1
6	O=C(COc1ccc(C(=O)NCc2cccnc2)cc1)Nc1cccc(C(F)(F)F)c1	3	-5	-1	-5	-1	-0.7	-14	2	-2	3
7	CCOC(=O)NC(=O)COC(=O)c1ccc(Sc2ncn[nH]2)c([N+](=O)[O-])c1	-5	8	17	3	1	0.2	9	5	4	0
8	Cc1noc(C)c1NC(=O)Nc1cccc2c1O[C@H](CN(C)C(=O)NC1CCCCC1)[C@@H](C)CN([C@H](C)CO)C2=O	1	-2	1	-5	-1	0.9	11	-1	-7	0
9	Cc1ccc(Cl)cc1NC(=O)C1C2CCC(O2)C1C(=O)O (stereo not given)	1	-5	-2	-2	-2	-1.9	10	-3	-5	4
10	NCC(=O)NCC(=O)NC1(C(=O)O)CCCC1	-3	1	3	-3	-8	-0.5	5	1	2	4
11	Cc1noc2ncnc(Oc3ccc(F)cc3)c12	1	1	0	-4	0	-4.3	1	-2	3	-2
12	Cc1cc(-n2cccn2)ccc1CN1CCN(C2CCCC2)C(CCO)C1 (stereo not given)	-2	-4	4	-4	4	0.7	-3	2	-9	-5
13	COc1cc(C=C2C(=O)OC(C)(C)OC2=O)ccc1OCC(=O)Nc1ccccc1	-3	7	7	-4	3	-0.4	-6	4	5	2
14	CN(C)S(=O)(=O)Oc1cccc(C(=O)Nc2ccc(Cl)cc2)c1	0	-21	-1	-1	1	-2.9	-23	3	1	1
15	Cc1c(C(=O)NCc2ccc3c(c2)OCO3)cccc1[N+](=O)[O-]	3	1	1	0	0	-1.0	6	-1	-2	-3
16	CCOC(=O)/C(=C/c1c[nH]c2ccccc12)NC(C)=O	0	9	-1	-2	-2	-1.6	3	0	0	-6
17	COc1ccccc1N1CCN(S(=O)(=O)c2c(C)ccc3nsnc23)CC1	-3	5	-1	2	0	-4.2	-5	-7	-2	4
18	Cc1ccc(Sc2cnc(N)nc2C)cc1	4	4	1	1	-1	0.5	7	-2	-6	5
19	Cc1ccccc1S(=O)(=O)N1CCCc2nc(-c3ccccc3)ccc21	12	-7	-4	1	-4	0.4	.	2	0	0
20	C/C(CC(=O)Nc1cccc(Cl)c1Cl)=N\NC(=O)C(=O)NC1CCCCC1	2	-5	-2	0	6	-1.1	-3	0	8	-2
21	CCN(C[C@H]1N[C@@](C)(C(=O)OC)[C@H]2C(=O)N(C)C(=O)[C@@H]12)S(=O)(=O)c1ccc(-c2ccccc2)cc1	1	0	0	-6	-1	-0.7	-2	2	2	2
22	COc1ccc(CCNC(=O)CCCCCNc2nc(=S)[nH]c3ccccc23)cc1OC	6	-1	0	3	3	-0.6	-2	2	-4	0
23	N#Cc1ccccc1S(=O)(=O)N1CCN(C(=O)c2cc3c(s2)CCC3)CC1	-1	4	5	-20	-5	-2.4	-6	2	2	0
24	Cn1c2ccccc2c2cc(C(=O)N3CCOCC3)sc21	-9	-2	0	0	16	0.3	-6	1	7	-1
25	c1ccc(-n2c(-c3ccncc3)nnc2-c2ccco2)cc1	-2	2	2	1	-2	-0.7	2	-6	1	67*
26	CCCc1nnc(NC(=O)C23CC4CC(CC(C4)C2)C3)s1	-3	0	3	0	-4	-3.3	-1	-2	-2	3
27	Cc1ccc(-c2nnn(CC(=O)N(CC(=O)NC3CCCC3)c3ccc(F)cc3)n2)o1	1	-3	-2	0	-2	-0.9	-9	-1	-5	7
28	COc1cc(/C=N/NC(=O)CCc2n[nH]c(=O)[nH]c2=O)cc(OC)c1OC	11	1	0	-4	0	-1.9	4	-2	3	-3
29	O=C(CN1CCN(S(=O)(=O)c2ccccc2Cl)CC1)NCC1(N2CCOCC2)CCCCC1	3	-2	-2	2	-6	-1.3	-1	-1	-8	0
30	Cc1ccccc1NC(=O)c1sc2nc3c(c(-c4ccco4)c2c1N)CCCC3	0	8	-1	4	2	71*	-17	-7	7	-1
31	O=C(OCc1ccc(CSc2nnc(-c3cccc4ccccc34)o2)cc1)c1ccc(F)cc1	.	2	3	-2	-5	.	.	-2	.	7
32	CC(c1nccs1)N(C)c1nc2nonc2nc1NC1CC1 (stereo not given)	-1	6	0	8	6	-0.8	-7	7	-2	-3
33	CC(CN1CCCCC1)c1ccccc1 (stereo not given)	3	8	-2	-4	-2	-1.9	2	0	2	6
34	COc1cc(C(=O)Nc2nc3ccc(S(=O)(=O)N4CCOCC4)cc3s2)cc(OC)c1OC	-3	-7	2	-5	1	0.5	-13	1	14	-1
35	CCOC(=O)CC1(NC(=O)c2cc(COc3cccc(OC)c3)on2)CCCCC1	6	-17	0	6	4	-0.5	-17	3	-4	-4
36	Cc1ccccc1OC1(C)CCN(Cc2ccc3ccccc3c2)C1 (stereo not given)	-7	-5	1	-2	3	-0.1	.	3	-1	-3
37	O=C(Cn1cc(C(=O)C(F)(F)F)c2ccccc21)Nc1ccccc1F	5	4	-2	4	2	-2.5	-2	-1	4	-1
38	O=C(Nc1ccc(F)cc1)OCc1cn(Cc2ccccc2F)nn1	.	1	2	7	-3	.	.	-2	1	-1
39	CCOc1cc(NC(=S)NCC2CCCO2)c(OCC)cc1NC(=O)CC(C)C (stereo not given)	2	2	-1	5	2	-0.7	-2	2	-3	-3
40	COc1ccc2c(c1OC)C(=O)N(c1cccc(/C=C/C(=O)O)c1)C2	-5	-3	0	-1	6	-0.1	5	-5	4	1

Continued; it opens with the four that closed the last part.
nr	SMILES	TCR-CD3 inh	ABHD4 inh	UHRF1 MBD2 ctr	NR1D1 modulator	PRMT1 FP inh	PG9 Ab binder	HTRA1 inh	MBD2 DNA inh	rCAG RNA binder	LEDGF integ inh
37	O=C(Cn1cc(C(=O)C(F)(F)F)c2ccccc21)Nc1ccccc1F	5	4	-2	4	2	-2.5	-2	-1	4	-1
38	O=C(Nc1ccc(F)cc1)OCc1cn(Cc2ccccc2F)nn1	.	1	2	7	-3	.	.	-2	1	-1
39	CCOc1cc(NC(=S)NCC2CCCO2)c(OCC)cc1NC(=O)CC(C)C (stereo not given)	2	2	-1	5	2	-0.7	-2	2	-3	-3
40	COc1ccc2c(c1OC)C(=O)N(c1cccc(/C=C/C(=O)O)c1)C2	-5	-3	0	-1	6	-0.1	5	-5	4	1
41	COc1ccc2nc(NC(=O)C3CC(=O)N(c4ccccc4)C3)sc2c1 (stereo not given)	2	-2	0	5	-2	0.0	-10	1	5	-1
42	COc1ccc(NC(C)=[N+](C)CCNS(=O)(=O)c2ccc(Cl)cc2)cc1	-7	7	-2	-6	2	-1.8	12	2	0	-7
43	COc1ccc(C2OCC3(CO2)SC(=O)NC3=O)cc1 (stereo not given)	1	4	-1	-2	0	-1.3	2	-5	0	3
44	CCOCCCn1c(SCC(=O)/C(C#N)=C(\C)N)nc2ccccc2c1=O	-1	1	1	-1	0	0.4	-1	-3	-1	-1
45	N#CCSc1nc2cc(C(=O)N3CCCC3)ccc2c(=O)n1Cc1ccccc1	1	7	-4	-4	-3	-1.2	-5	-5	-9	-2
46	Cc1cc(C(=O)NNC(=O)C(C)NS(=O)(=O)c2ccccc2F)c(C)o1 (stereo not given)	5	4	-2	4	2	0.1	-1	-7	3	-1
47	O=C(CSc1n[nH]c(=O)n1Cc1ccco1)N1CCOCC1	7	-7	-1	4	-2	-1.1	.	3	-1	-5
48	CCN(c1ccccc1)S(=O)(=O)c1cnc[nH]1	-2	4	0	-5	-4	-2.8	5	2	0	-1
49	COc1ccc(CNS(=O)(=O)CCNCc2ccco2)cc1	1	1	2	1	2	0.1	2	6	4	-5
50	CCN1CCSc2ccc(C(=O)NCc3cccc(F)c3)cc21	3	0	0	-6	13	-0.3	2	-6	6	1
51	CCOc1ccc(C(=O)NNC2CC(=O)N(Cc3ccc(Cl)cc3)C2=O)cc1OC (stereo not given)	-1	-3	1	-6	-2	-1.0	-14	0	16	0
52	Cc1cccc(NC(=O)c2cc3c([nH]c4ccccc43)c(C)n2)c1C	-6	0	3	16	1	0.0	-4	1	-1	-4
53	CNC(=O)CCSSCCC(=O)NC	-1	3	-2	1	0	-2.2	5	-1	-4	-5
54	COc1ccc(C)cc1-n1nnnc1SCC(=O)NC(=O)NCc1ccco1	2	2	7	-2	7	-0.7	-2	3	6	3
55	CC1=C(C(=O)OCc2ccccc2)C(c2ccccc2Cl)NC(=O)N1C (stereo not given)	-4	-14	3	6	-1	-0.6	-32	2	-4	5
56	CCOC(=O)[C@H]1[C@H]2COc3ccc(Cl)cc3[C@@H]2N2C(=O)CN(Cc3ccc(F)cc3)C(=O)[C@@]12C	-3	-14	5	-5	2	-1.1	-2	7	1	-1
57	Cc1cc2c3c([nH]c2cc1S(=O)(=O)N1CCC2(CC1)OCCO2)CCCC3=O	1	1	2	-2	-4	-1.8	-2	2	5	-1
58	CSCCC(C(=O)NCc1ccccc1)n1c(Cc2cc(F)cc(F)c2)nc2ccccc21 (stereo not given)	-2	-11	-1	-6	-5	-2.0	.	-2	1	-2
59	CCN(CC)c1ccc(/C=N/n2c(-c3ccccc3Br)n[nH]c2=S)cc1	-3	-3	-1	6	25*	0.2	-6	3	28	-2
60	Cc1nc(S/C(=C\c2ccc(-c3ccc(C(=O)O)c(Cl)c3)o2)C(=O)O)n[nH]1	65*	39*	88*	-9	33*	-16	6	27*	36*	60*
61	CC(C)(C)c1cc(C(=O)N/N=C/c2ccccc2O)n(-c2ccccc2)n1	-1	-1	7	1	5	1.4	37*	4	5	-9
62	CCOc1ccc(NC(=O)CN(C)C(=O)c2cc(C3CC3)nn2-c2ccccc2)cc1OCC	-3	-6	4	2	5	2.4	0	8	-5	-1
63	COc1ccc2c(/C=N/NS(=O)(=O)c3ccc(C)cc3)c[nH]c2c1	4	6	-2	0	2	-2.6	6	1	21	0
64	O=C(NNc1ncccc1Cl)c1c(Cl)cccc1Cl	-6	1	-2	-4	7	-0.9	6	2	-2	-4
65	Nc1ccc(CCc2nc3ccccc3o2)cc1	-1	8	-4	5	-2	0.8	2	3	2	-3
66	O=C(CN1CCCCCC1)NCc1ccccc1	-3	8	11	3	3	3.2	0	7	1	-3
67	O=C(COC(=O)CC(c1ccccc1)c1ccccc1)Nc1cccc(F)c1	9	-12	1	-3	0	1.1	-28	-2	0	1
68	C=CCNc1oc(-c2cccs2)nc1S(=O)(=O)c1ccccc1	6	-1	0	-1	-5	0.1	-3	-1	0	-5
69	COc1ccc(CNC(=O)C(C)NCc2ccccc2Cl)cc1 (stereo not given)	7	3	1	-4	-1	-0.1	9	0	-2	0

Screening results as filed in PubChem BioAssay.
